# Insulin prom inh = TRM-6 insulin promoter activity inhibition; AID 1273; TRM-6 cells (human fetal islet line), insulin promoter-eGFP reporter, imaging; reporter expression induced with tamoxifen; hit rate 0.9% among 130,000; inhibition, % at 2 µM;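 active = inhibition above the mean plus 3 SD, with well images judged a real hit on visual review, cut at about 60% in these data, passing the limit was not always enough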
# SDO1 yeast rescue = sdo1-depleted yeast growth rescue; S. cerevisiae sdo1-depleted JHY4D growth rescue, OD600 30 h; stronger effect = higher value; pdr5 snq2 efflux-pump mutant strain; z-score at 10 µM; hit rate 0.21% among 140,000; AID 817;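 active = z-score above 3 at both the 24 hr and the 30 hr optical density reads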;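 also: z-score against mean and SD of all compound wells on the same plate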
# SDO1 yeast rescue Rescue 24 h = recorded beside SDO1 yeast rescue, whose call it bears; z-score; S. cerevisiae sdo1-depleted JHY4D growth rescue, OD600; measured here: growth rescue at 24 h;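 0 is the plate mean of compound wells and units are plate SD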
# The depositor's hits bear a star; nt = no result given; & = joins results of further samples; [ ] = remark or other dose. Outcome played no part in choosing rows; about 0.92% have a hit in one of these screens.
Structure	Insulin prom inh	SDO1 yeast rescue	SDO1 yeast rescue Rescue 24 h
O=C1CC(CCC(=O)NC2CC2)c2ccccc2N1 (configuration not stated)	50	0.92	0.99
CN(C(=O)CSc1nnc(NCc2ccccc2)s1)C1CCS(=O)(=O)C1 (configuration not stated)	-19	nt	nt
CCOC(=O)c1oc2ccccc2c1NC(=O)CN1CCN(C)CC1	nt	-0.11	-0.46
O=C(O)c1c(Cl)c(Cl)c(Cl)c(Cl)c1C(=O)N1CCCCCC1	43	nt	nt
CCOC(=O)C1=C(C)NC(C)=C(C(=O)OC)C1c1cccc(Cl)c1Cl (configuration not stated)	5	-1.8	-1.4
O=C1Cc2ccccc2N1c1ccccc1	35	0.72	-0.41
C[N+]1(CCOC(=O)C2(c3ccccc3)CCCC2)CCCCC1	47	nt	nt
O=C(/C=N/O)NCCCN1CCCCCC1	43	2.2	2.2
COc1ccc(C(=O)NNC(=O)c2ccccc2[N+](=O)[O-])cc1Br	-37	0.6	0.56
COCc1cc(Sc2ccc(OC)cc2)nc(-c2ccccc2)n1	0	nt	nt
Cc1ccc(N(CC(=O)O)C2SC(=O)NC2=O)cc1 (configuration not stated)	-31	-0.45	-0.66
CC1CCN(S(=O)(=O)c2ccc(C(=O)Nc3nnc(-c4ccncc4)o3)cc2)CC1	9	nt	nt
Clc1cccc(N/N=C/c2ccc(N3CCOCC3)cc2)c1	25	-1.9	-1
COC(=O)c1ccccc1NC(=S)NC(NC(=O)c1ccco1)C(Cl)(Cl)Cl (configuration not stated)	-19	-0.97	-1
COc1ccc2c(c1OC)CCC2=O	19	1.1	0.5

Structure	Insulin prom inh	SDO1 yeast rescue	SDO1 yeast rescue Rescue 24 h
CCc1ccccc1NC(=O)Nc1ccc(F)cc1F	10	nt	nt
c1ccc(-c2nc(NCC3CCCO3)c3oc4ccccc4c3n2)cc1 (configuration not stated)	-25	-1.3	-0.28
CCN1CCN(C(c2cccc(OC)c2OC)c2nnnn2Cc2ccco2)CC1 (configuration not stated)	-67	nt	nt
Cn1cnnc1Sc1ccc(C(=O)NCCC23CC4CC(CC(C4)C2)C3)cc1[N+](=O)[O-]	nt	0.27	-0.35
CC(C)(C)C(=O)NCCc1nc2ccccc2n1CC(=O)c1ccc(Cl)cc1	0	-0.29	-0.04
Cc1ccc(C(=O)Nc2ccc(S(=O)(=O)N3CCN(C)CC3)cc2)o1	12	-0.26	0.17
Cc1nn(Cc2ccccc2)c2c1C(c1ccncc1)C(C#N)=C(N)O2 (configuration not stated)	nt	0.71	0.57
O=C(O)c1ccccc1C(=O)NCc1cccnc1	nt	0.87	0.35
CCNc1nc(NCC)nc(OCCOC(=O)Nc2ccccc2)n1	6	-0.22	-0.11
c1ccc(CN2CCN(c3nc(-c4ccccc4)nc(-n4ccnc4)n3)CC2)cc1	nt	-1.7	-0.75
Cn1c(Cc2cccs2)nnc1SCc1nc2ccccc2[nH]1	nt	1.6	2.2
COc1ccc(NC(=O)Nc2sc(NS(=O)(=O)c3ccccc3)nc2C)cc1	27	nt	nt
Cc1nc(C)c(-c2csc(N)n2)s1	-11	nt	nt
Cc1cc(C(=O)COC(=O)c2ccc(O)cc2)c(C)n1Cc1ccco1	38	-1.3	-0.73
O=C(CCc1ccccc1)NCCCN1CCOCC1	nt	1.1	1.1

Structure	Insulin prom inh	SDO1 yeast rescue	SDO1 yeast rescue Rescue 24 h
COc1ccc(NC(=S)NNC(=O)c2cccnc2)cc1OC	47	nt	nt
Cc1csc(NC(=O)c2cccn2C)n1	24	0.67	-0.11
O=C(COC(=O)C1COc2ccccc2O1)NC1CCS(=O)(=O)C1 (configuration not stated)	0	0.36	0.4
O=c1[nH][nH]cc1C=Nc1ccccc1O	nt	-1.4	-0.94
COc1c(F)c(F)c(C(=O)O)c(Nc2ccccc2)c1F	-42	0.5	-0.28
O=C(CSc1nc2ccc([N+](=O)[O-])cc2[nH]1)NCCc1ccccc1	-7	-0.69	-1.2
O=C(COC(=O)c1ccc([N+](=O)[O-])o1)Nc1cccc(S(=O)(=O)N2CCOCC2)c1	nt	1.7	1.1
CC1(C)O[C@@H]1COc1c2ccoc2cc2oc(=O)ccc12	-67	-0.45	-0.76
S=C(NCCSCc1ccc(Cl)cc1)Nc1ccccc1	nt	-1.9	-1.1
O=C(CCCCCn1c(=O)[nH]c2ccccc2c1=O)NCCc1c[nH]c2ccccc12	8	1.4&1.6	1.4&1.7
Cc1ccc(NC(=S)NCCN2CCOCC2)cc1C	-3	0.8	2.2
O=C(CN1CCN(c2ccccn2)CC1)N1CC(O)CO1 (configuration not stated)	39	nt	nt
CCCn1c(SC/C(O)=C(\C#N)c2nc3ccccc3[nH]2)n[nH]c1=O	-15	nt	nt
Cn1cccc1C(=O)NC(=O)CSc1nnc(C2CC2)n1-c1ccccc1	50	0.81	-0.33
CCOC(=O)c1sc2nc(CC(=O)OC)nc(NCCN3CCOCC3)c2c1C	-8	-0.96	-1.1

Structure	Insulin prom inh	SDO1 yeast rescue	SDO1 yeast rescue Rescue 24 h
N#Cc1c(-c2ccc(F)cc2)cc(C2CC2)nc1SCC(=O)c1cccs1	nt	-0.66	0.47
CCOC(=O)C1CCN(C(=O)CCc2c(C)nc3cc(-c4ccccc4)nn3c2C)CC1	nt	-0.57	-0.76
CCN(C(=O)CN1CCN(C)CC1)c1cccc2ccccc12	-7	0.18	-0.62
O=C(COC(=O)/C=C/c1cccc(F)c1)NNC(=O)c1ccccc1	20	nt	nt
CCN(C(=O)c1ccco1)c1nnc(-c2ccc(OC)cc2)s1	0	-0.51	1.3
Cn1c(=O)[nH]c(=O)c2c1nc(N(CCO)Cc1ccccc1)n2Cc1ccccc1Cl	nt	1.1	2.5
O=C(NC1=NCCS1)Nc1ccccc1	-50	0.2	0.03
CCc1ccc(NC(=O)c2onc(C)c2Cl)cc1	nt	0.59	-0.42
COc1cccc(/C=C2\C(=O)N(c3cccc(C)c3)C(=O)c3ccccc32)c1	51	-1.1	-0.75
CN1CCC(N2CCN(c3cccc(C(F)(F)F)c3)CC2)CC1	19	1.2	0.84
COc1ccccc1N1CCN(C2CCN(C(=O)c3ccc(F)cc3)CC2)CC1	0	-0.01	-0.28
C/C(Cn1nnc([N+](=O)[O-])n1)=N\NC(=O)c1ccc(C)cc1	nt	-1.5	-1.3
CCOC(=O)Cn1nc(C)c2ccccc2c1=O	nt	0.89	1.5
O=c1c(Cl)c(NCC2CCCO2)cnn1C12CC3CC(CC(C3)C1)C2 (configuration not stated)	-60	nt	nt
CCc1nnc(NC(=O)c2ccc3c(c2)C(=O)N(CC)C3=O)s1	0	0.08	0.41

Structure	Insulin prom inh	SDO1 yeast rescue	SDO1 yeast rescue Rescue 24 h
O=C(Nc1ccccn1)C(=O)N1CCCCC1	47	1.1	1
COc1ccc(Cn2nnnc2C(c2cc3cc(C)ccc3[nH]c2=O)N2CCOCC2)cc1 (configuration not stated)	nt	0.03	-0.16
C/C(Cn1nnc([N+](=O)[O-])n1)=N\NC(=O)c1ccc(O)cc1O	23	0.05	-0.65
Cn1c(Cn2c(=O)sc3ccccc32)nnc1SCc1cccc(F)c1	nt	-1	-0.97
C/C=C/C=N/Nc1nc(C)cc(=O)[nH]1	-6	nt	nt
Cc1[nH]c2ccc(-c3nnc(SCC(=O)c4ccccc4F)o3)cc2c1C	nt	-0.18	1
NS(=O)(=O)c1ccc(NC(=O)COC(=O)CCC2CCCCC2)cc1	nt	1.4	1.2
CCc1ccc2[nH]c(=O)c(CN(CCN(C)C)C(=O)Nc3ccccc3OC)cc2c1	-4	0.58	0.28
Cc1ccc(Nc2nc(CSc3nnnn3-c3ccccc3)cs2)cc1	10	-1.3	-0.33
Clc1cccc(CSc2nccn2-c2ccccc2)c1	19	-1.3	-2.3
CC1CN(c2ncnc3c2cnn3-c2ccc(Cl)cc2)CC(C)O1 (configuration not stated)	nt	-0.97	-0.46
Cc1cccc(C)c1OCC(=O)N=Nc1c(O)[nH]c2ccc(Br)cc12	-42	-2.3	-1.1
CN(NC(=O)c1ccccc1)c1nc2ccccc2nc1C(F)(F)F	11	-0.48	-0.21
O=C(COc1cccc(C(F)(F)F)c1)N1CCN(c2ccc(O)cc2)CC1	7	nt	nt
Cc1cc(C)n(C(=O)c2ccc([N+](=O)[O-])cc2[N+](=O)[O-])n1	-46	-0.21	-0.8

# Entries of single compounds as entered above:
# Listed for C/C(Cn1nnc([N+](=O)[O-])n1)=N\NC(=O)c1ccc(O)cc1O = Insulin prom inh: 23; SDO1 yeast rescue: 0.05; SDO1 yeast rescue Rescue 24 h: -0.65
# Listed for CCc1ccc2[nH]c(=O)c(CN(CCN(C)C)C(=O)Nc3ccccc3OC)cc2c1 = Insulin prom inh: -4; SDO1 yeast rescue: 0.58; SDO1 yeast rescue Rescue 24 h: 0.28

# Further results follow:
Structure	Insulin prom inh	SDO1 yeast rescue	SDO1 yeast rescue Rescue 24 h
CCOC(=O)N1CCC(N2C(=O)c3ccccc3C2Nc2ccc(Cl)cn2)CC1 (configuration not stated)	nt	-0.03	1.2
CCOC(=O)C1=C(C)N(c2ccccc2)C(=O)NC1c1cccc([N+](=O)[O-])c1 (configuration not stated)	7	0.18	0.56
Cc1ccc(C(=O)NCC(=O)OCC(=O)c2cc(C)n(Cc3ccco3)c2C)cc1	nt	-0.41	-0.38
COc1ccc(NC(=O)C2CCCN2S(=O)(=O)c2ccc(C)cc2)cc1 (configuration not stated)	0	0.77	0.69
Cc1c(C(=O)O)oc2ccc(S(=O)(=O)NCc3ccc(F)cc3)cc12	nt	0.92	1.3
CCOC(=O)C(C)n1cnc2c(oc3ccccc32)c1=O (configuration not stated)	25	1.3	0.35
CCOC(=O)c1c(NC(=O)CN2C(=O)NC(C)(c3ccc(OC(F)F)cc3)C2=O)sc(C)c1C (configuration not stated)	0	-0.27	0.17
COc1ccccc1CNC(=O)c1ccc(CS(=O)(=O)c2ccccc2OC)o1	nt	-0.16	-0.42
N#CC1=C(N)Oc2n[nH]c(-c3ccc(F)cc3)c2C1c1cccc(OC(=O)N2CCOCC2)c1 (configuration not stated)	-50	-0.06	-0.25
COc1ccc(Cn2c(-c3ccc(C)cc3)c[n+]3ccccc23)cc1	nt	1	0.29
Cc1ccc(/C=C/C(=O)N2CCN(S(=O)(=O)c3c(C)c(C)cc(C)c3C)CC2)o1	nt	0.24	0.33
Cc1cc2oc(=O)cc(CN3CCN(C/C=C/c4ccccc4)CC3)c2cc1O	33	0.15	1.2
COC(=O)c1[nH]c2ccc(C)cc2c1NC(=O)CN1CCCC(C)(C)C1	24	-0.92	-0.66
C/C(=N\NC(=O)COc1ccc([N+](=O)[O-])cc1)C(C)(C)C	17	1.1	0.37
O=C(NCC1CCCO1)c1cccc(-n2cnnn2)c1 (configuration not stated)	27	0.15	-0.28

Structure	Insulin prom inh	SDO1 yeast rescue	SDO1 yeast rescue Rescue 24 h
CCC(NC(=O)c1ccccc1NC(=O)c1ccco1)C(=O)NNC(=O)c1ccc(OC)cc1 (configuration not stated)	-13	0.82	-0.06
COC(=O)c1sccc1NC(=O)/C=C\c1ccc(Cl)cc1Cl	28	0.68	1.6
O=C(c1ccco1)N1CCN(C(=O)c2cnn3c(C(F)(F)F)cc(-c4cccs4)nc23)CC1	54	0.05	-0.13
Cc1nc2c(-c3ccc(F)cc3)cnn2c2c1CCC2	56	nt	nt
Cc1ccnc(NC(=S)NC(=O)/C=C/c2ccco2)c1	16	-0.64	-0.33
C=CCn1c(SCc2ccc(Cl)cc2)nc2c1c(=O)[nH]c(=O)n2C	nt	-1.8	-0.71
CCCCC[C@H](O)/C=C/C1=C(CCCCCCC(=O)O)C(=O)CC1	-86	0.73	0.96
Cc1ccc(-c2ccc(SCC(=O)N3CCN(c4ccccc4)CC3)nn2)cc1	nt	-0.13	0.83
O=S(=O)(c1ccc(N2CCN(S(=O)(=O)c3ccc4c(c3)OCCO4)CC2)nc1)N1CCCC1	0	-1.1[6.6 µM]	-0.69
O=C(NCc1ccc(Cl)cc1)C(=O)NCC1OCCN1S(=O)(=O)c1ccc2c(c1)OCCO2 (configuration not stated)	24	0.31	0.4
O=C(COC(=O)Cc1ccsc1)NC1CCCCCC1	10	-0.04	-0.56
COCCNc1nnc(SC(C)C(=O)Nc2ccc(-c3nc4ccc(C)cc4s3)cc2)s1 (configuration not stated)	nt	-1.4	-1.1
COc1ccc(C(=O)CSc2nc3cccnc3n2C)cc1	-15	0.29	-0.42
O=C(Oc1ccc2c(=O)c(Oc3ccc4ccccc4c3)coc2c1)c1cncc(Br)c1	nt	-0.36	0.71
COc1ccc(N(CC(=O)Nc2ccc(C)c(C)c2)S(=O)(=O)c2c(C)n[nH]c2C)cc1	nt	0.12	-0.15
CCC(=O)C1=C(N2CCCC2)CC(C)(C)CC1=O	6	1	0.81

# 5 successive records out of the list so far:
Structure	Insulin prom inh	SDO1 yeast rescue	SDO1 yeast rescue Rescue 24 h
O=C(c1ccco1)N1CCN(C(=O)c2cnn3c(C(F)(F)F)cc(-c4cccs4)nc23)CC1	54	0.05	-0.13
Cc1nc2c(-c3ccc(F)cc3)cnn2c2c1CCC2	56	nt	nt
Cc1ccnc(NC(=S)NC(=O)/C=C/c2ccco2)c1	16	-0.64	-0.33
C=CCn1c(SCc2ccc(Cl)cc2)nc2c1c(=O)[nH]c(=O)n2C	nt	-1.8	-0.71
CCCCC[C@H](O)/C=C/C1=C(CCCCCCC(=O)O)C(=O)CC1	-86	0.73	0.96
